Compound activity (PubChem BioAssay)
Lipid storage S3: qHTS Assay for Lipid Storage Modulators in Drosophila S3 Cells. Potency in µM for hits, for the others lipid storage change, negative = inhibition, % at the top dose, mostly 46.1 µM. Drosophila S3 cells, BODIPY lipid droplet fluorescence, 18-24 h; cells fed with added oleic acid. 320,000 compounds, 0.64% hits. AID 2685; active = well fitted inhibition curve with a large enough effect in the signal ratio, with a control signal flat, not every such curve was filed as active; inconclusive = small, poorly fitted or top-dose-only effect, or effect the other way, or a change in a side signal; the % refers to the signal ratio
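Drosophila S3 cells loaded with oleic acid (400 uM, as added) and compounds at several concentrations; lipid droplets imaged by 488-nm laser-scanning cytometry, 500–530 nm intensity and object ratio to cell channel. Percent activity normalized to 20 uM Triacsin C.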
Lipid storage S3 cell count max: further read-out of Lipid storage S3, marked with its call; cell number change, %; measured here: cell count max response;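 cells counted by Cell Tracker Red CMTPX staining in the red channel; peak over a dose series mostly up to 46.1 µM; percent activity relative to internal control wells on each plate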
Numbers without * were called inactive; i = inactive; ? = inconclusive; . = no result given; [ ] = remark or other dose. % is set by controls: 0 for no effect and ±100 for the full control effect; potency is the fitted concentration of half-maximal effect. Not all compounds are listed; count on the stated rates, not on these rows.

SMILES	Lipid storage S3	Lipid storage S3 cell count max
CC(Oc1ccc(F)cc1)C(=O)N1CCN(c2ncccn2)CC1 (centres undefined)	i	2.7
COc1ccc(CNc2nc(-c3cccnc3)nn2S(C)(=O)=O)cc1	8.1%	22.6
CCOC(=O)c1ccccc1NC(=O)COC(=O)CC1CCCCC1	?	.
C/C(=N\NC(=O)c1ccc(Br)o1)c1cc2c(cc1NC(=O)CCC(=O)O)OCO2	?	.
CCOC(=O)c1ccc(S(=O)(=O)N2CCC(C(=O)NCc3ccccc3OC)CC2)cc1	?	.
CC(=O)N1CCC(=O)Nc2ccc([N+](=O)[O-])cc21	-3.9%	16.6
Fc1ccc(CN2CCCCCCC2)c(F)c1	6.9%	4.2
O=C1CC(NS(=O)(=O)c2ccc(F)cc2)CN1c1ccc2c(c1)OCCO2 (centres undefined)	?	.
COc1ccc(OCCOC(=O)c2cccs2)cc1	?	.
COc1ccc(-c2noc(CCC(=O)NC3CCCCC3)n2)cc1OC	?	.
COc1ccccc1NC(=O)CSc1ncn(-c2ccccc2)n1	i	29.0
COc1ccc(/C=C/C(=O)c2ccc3ccccc3c2O)cc1CN1CCOCC1	?	.
O=C(O)CN1C(=O)/C(=C\c2cc(Br)ccc2OCc2ccc(Cl)cc2)SC1=S	i	.
CCCOc1ccc(-c2nc3c(c(=O)[nH]c(=O)n3Cc3ccccc3)n2CCO)cc1OCC	?	.
Cc1cccc(-n2nc3c(c2NC(=O)c2ccco2)CS(=O)(=O)C3)c1C	0.0%	5.4
Cc1ccc(C(=O)N/N=C/c2ccoc2)cc1C	-1.4%	-27.7
CCCCc1ccc(NC(=O)CN2C(=O)NC(Cc3ccccc3)C2=O)cc1 (centres undefined)	?	.
O=C(O)CC(NC(=O)C(c1ccccc1)c1ccccc1)c1ccc(F)cc1 (centres undefined)	-7.6%	1.1
CC(=O)N1c2ccc(S(=O)(=O)N3CCC(C(=O)N4CCN(c5ccc(Cl)cc5)CC4)CC3)cc2CC1C (centres undefined)	?	.
CC(=O)c1ccc(NC(=O)Nc2ccc(Cl)cc2)cc1	?	.
COc1ccc(-c2cc(C(=O)Nc3cc(OC)c(OC)c(OC)c3)no2)cc1OC	?	.
O=C(OCC(=O)N1CCOCC1)c1cccc(F)c1	?	.
CCc1nn(CC(=O)NCCCN(C)C2CCCCC2)c(=O)c2cc3occc3n12	5.7%	-3.2
COC(CNC(=O)c1ccc2c(c1)nc(C)n2-c1cccc(F)c1)OC	3.9%	-1.3
O=C(Nc1ccc(Br)cc1)c1cccc(OC(=S)N2CCOCC2)c1	?	.
O=C(CNC(=O)c1ccco1)N/N=C/c1cccs1	-11.0%	11.7
CC(=O)c1c(O)ccc2c(-c3ccccc3)cc(=O)oc12	5.8%	.
COC(=O)Cn1c(=NC(=O)c2sc3ccccc3c2Cl)sc2cc(S(N)(=O)=O)ccc21	?	.
Cc1ccc(NC(=O)CCC(=O)NNC(=O)c2ccccc2[N+](=O)[O-])c(C)c1	?	.
CCOc1ccc(NS(=O)(=O)c2cccc(C(=O)NCC3(N(C)C)CCCCC3)c2)cc1	-10.0%	-25.0
O=C(COC(=O)/C=C/c1cccc(Cl)c1)Nc1ccccc1-c1ccccc1	?	.
CC(=O)Nc1cc2nc(C)n(Cc3ccc([N+](=O)[O-])cc3)c2nc1C	9.9%	-7.3
CCCn1cc(CN2CCCC(C(=O)c3ccc4c(c3)OCO4)C2)c(C)n1 (centres undefined)	i	.
CCSc1nc(=S)n(Cc2ccccc2)c(C)c1C(C)=O	5.5%	16.7
COc1cc(NC(=O)C2CCC(CNS(=O)(=O)c3csc(C(N)=O)c3)CC2)cc(OC)c1 (centres undefined)	?	.
Cc1cc(NC(=O)CSc2nc(-c3ccccc3)cs2)no1	i	.
CCN(CC(=O)Nc1c(F)cccc1F)C(=O)CC1CCCCC1	?	.
COc1ccc(C(=O)N(C)Cc2ccc(C)o2)cc1OC1CCN(C(C)=O)CC1	?	.
COc1cc(NC(=O)COC(=O)CSc2ccccc2F)c(C)cc1[N+](=O)[O-]	?	.
Cc1ccc(N=N/C(=C\O)C(=O)c2ccc(Cl)cc2)cc1	?	.
CCCc1nnc(NC(=O)CC(C)c2ccccc2)s1 (centres undefined)	?	.
COc1ccc(CNC(=O)CCC(=O)c2ccc(C)cc2)cc1OC	?	.
COc1ccccc1C1/C(=C(/O)c2ccccc2)C(=O)C(=O)N1CC(C)C (centres undefined)	4.0%	1.2
COc1ccc(C(=O)CN2CCN(c3ncccn3)CC2)cc1	?	.
Cc1ccc(S(=O)(=O)N2CCN(C(=O)CC(C)n3nc(C)c(Cl)c3C)CC2)cc1 (centres undefined)	?	.
Cc1cccc(C(=O)NCC(=O)OCC(=O)c2ccc(Cl)s2)c1	?	.
CCn1c(CNC(=O)c2cccs2)nnc1SCC(=O)NCCc1ccccc1	i	.
O=C1c2ccccc2C(=O)c2cc(S(=O)(=O)Nc3ccccc3)ccc21	?	.
Cc1ccc(NS(=O)(=O)c2ccc(NC(=O)c3cccs3)cc2)c(C)c1	22.4%	15.2
O=C(O)CN1C(=O)SC(Nc2ccc(C(=O)O)cc2)C1=O (centres undefined)	?	.
COc1ccccc1/C=N/n1c(C)nnc1-n1nc(C)cc1C	?	.
Cc1ccc(N(C(=O)c2csnn2)C(C(=O)NC(C)(C)C)c2ccccn2)cc1 (centres undefined)	10.3%	9.3
COc1ccccc1C(=O)C1CCCN(C(=O)CSc2ccccn2)C1 (centres undefined)	0.0%	15.2
CC1CC(C)CN(C(=O)/C=C/c2ccc([N+](=O)[O-])s2)C1 (centres undefined)	?	.
O=C(COC(=O)c1ccc(NS(=O)(=O)c2cccs2)cc1O)Nc1ccc(F)cc1	?	.
Cc1ccc(C2=NN=C(NC(=O)CSc3nncn3C)SC2)cc1	-8.4%	5.5
CN(C)CCCN1C(=O)C(O)=C(C(=O)c2cccs2)C1c1cccc([N+](=O)[O-])c1 (centres undefined)	3.8%	-1.6
CCOc1ccc(NC(=O)CN(C)C(=O)c2cn(-c3ccc(F)cc3)nc2-c2cccc(OC)c2)cc1OCC	?	.
CCC(=O)N1C(C(=O)N2CCCC2)CSC1c1ccc(OC)cc1 (centres undefined)	-3.6%	-6.9
COc1cccc(/C=C2\SC(=S)NC2=O)c1OS(=O)(=O)c1ccc(NC(C)=O)cc1	20.1%	.

Further results.
SMILES	Lipid storage S3	Lipid storage S3 cell count max
COc1ccc(-c2nc3c(c4nnc(SC(C)C(=O)Nc5ccccc5)n24)COC(C)(C)C3)cc1 (centres undefined)	2.7%	0.9
CN1CCN(c2nc(-c3cccs3)cs2)CC1	?	.
CCN(CC(=O)Nc1c(F)cccc1F)C(=O)c1cc(S(=O)(=O)NCc2ccccc2)ccc1C	29.6%	.
Cc1nc(Nc2ccc3c(c2)OCCO3)c2nnn(Cc3ccccc3Cl)c2n1	?	.
COc1ccc(C)cc1Nc1nc(N)c2ccccc2n1	?	.
COc1cc(C(C)=O)ccc1COc1ccc(C(=O)OCC(=O)NC2CCS(=O)(=O)C2)cc1OC (centres undefined)	?	.
COc1ccc(S(=O)(=O)N(C)C)cc1NCC(=O)Nc1cccc(C#N)c1	?	.
COc1ccc(C2CC(=O)N(c3ccccc3)C3=C2C(=O)CCC3)cc1 (centres undefined)	?	.
Cn1c(=O)c2c(nc(Br)n2CCSc2ncccn2)n(C)c1=O	?	.
C[C@@H]1NC(=O)c2cc([N+](=O)[O-])cc(I)c2OCC[C@@H](C(=O)NC(CC(=O)O)C(N)=O)NC(=O)[C@H](CCC(=O)O)NC1=O (some centres undefined)	-6.9%	.
CCn1c(=O)c(C(=O)Nc2ccccc2C)c(O)c2ccccc21	5.2%	4.6
COC(=O)c1ccc(COc2ccccc2/C=C(\C#N)C(=O)Nc2ccc(C)cc2)cc1	?	.
Cc1c(CN2CCC(C)CC2)c(=O)n(-c2ccccc2)n1C	?	.
Cc1ccc2c(c1)c(N=Nc1cccc(C(=O)O)c1)c(O)n2C	3.8%	-6.4
O=C(Nc1nccs1)C1CCN(S(=O)(=O)c2cccs2)CC1	i	20.4
CCN(CC)CCNc1nc2c(c(=O)[nH]c(=O)n2C)n1CC(O)COc1ccc(Cl)cc1Cl (centres undefined)	?	.
O=[N+]([O-])c1cc(S(=O)(=O)N2CCCC2)ccc1SCCO	-3.4%	9.6
COc1ccc(C(=O)N/N=C/c2ccc3cccc(O)c3n2)cc1	-12.9%	-7.0
COc1ccc(Nc2nc(CC(C)=O)ns2)cc1OC	-3.7%	13.0
O=C(CN1C(=O)NC2(CCc3ccccc32)C1=O)Nc1ccccc1C(F)(F)F (centres undefined)	?	.
Cc1ccc(CCc2nnc(SCC(=O)Nc3cccc(Cl)c3)n2-c2ccccc2)o1	?	.
CC(=O)NC1CC2CCC(C1)N2Cc1ccc(C)cc1 (centres undefined)	?	.
NC(=O)C1CC12c1ccccc1-c1ccccc12 (centres undefined)	?	.
O=C(NC(=S)NNC(=O)c1ccc(Cl)cc1Cl)c1cccnc1	?	.
CC1=NN(C(=O)c2c(Br)c(C)nn2C)C(O)(C(F)(F)F)C1 (centres undefined)	10.7%	8.4
CCOC(=O)N1CCC(N2Cc3cccc(C(=O)NCC4CCN(CC(C)C)C4)c3C2=O)CC1 (centres undefined)	-3.1%	13.9
CCc1cccc2c(C(=O)C(NC(C)CC)c3ccccc3)c[nH]c12 (centres undefined)	?	.
C/C(=N\Nc1nccnc1Cl)c1ccc([N+](=O)[O-])cc1	-8.3%	-11.4
CC1(C)OC(c2ccccc2)=C/C(=C/C=C2C(=O)c3ccccc3C2=O)O1	?	.
O=C(c1ccc(Cl)c(S(=O)(=O)N2CCOCC2)c1)N1CCN(c2ccccn2)CC1	?	.
O=C1COc2ccc3ccccc3c21	11.6%	10.1
N=c1c(C(=O)NC2CCCC2)cc2c(=O)n3ccccc3nc2n1C1CCCC1	0.1%	-15.6
N#Cc1ccccc1S(=O)(=O)N1CCN(C(=O)C2COc3ccccc3O2)CC1 (centres undefined)	?	.
Cc1nnc(C)n1/N=C/C=C/c1ccccc1	?	.
CCc1nnc(NC(=O)CSCc2cc(=O)n3cc(C)sc3n2)s1	i	-11.8
CN(CC(=O)Nc1ccccc1Cl)C(=O)COC(=O)CSc1ccc(F)cc1	-6.7%	-12.6
O=C(Nc1ccc(CN2CCS(=O)(=O)CC2)cc1)c1ccc(F)cc1	?	.
CC(C)(C)NC(=O)NC(=O)CN1CCC(Cc2ccccc2)CC1	i	.
COc1cc2c(C#N)c(N3CCOCC3)nc(N)c2c(N)n1	?	.
O=C(NCCc1ccccc1)c1ccc(NC(=O)c2cccnc2)cc1	?	.
COC(=O)c1c(C)oc2c1cc(NS(=O)(=O)c1cccs1)c1ccccc12	?	.
O=C(c1cc(-c2ccccc2)nc2ccccc12)N1CCCc2ccccc21	?	.
CC1CN(C(=O)c2ccccc2)OC(c2ccc3c(c2)OCO3)O1 (centres undefined)	4.1%	-14.9
O=C(CSc1ccccn1)NC1CCCC1	?	.
CCCCNC(=S)NNC(=O)c1ccc2c(c1)OCO2	6.7%	-11.0
CC(C)Cn1cnc2c1c(=O)n(CC(=O)NC(=O)NC(C)(C)C)c(=O)n2Cc1ccccc1	i	7.1
CN(C)CCCNc1nc(N)c([N+](=O)[O-])c(NC2CCCCC2)n1	?	.
Cc1ccc(-c2nnc(CSc3nncn3N)o2)cc1	15.3%	-5.1
O=C(CSc1nnc(CNC(=O)c2ccco2)o1)Nc1cccc(C(F)(F)F)c1	i	16.6
Cc1cccc(N2CCN(C(=O)c3ccc(CNc4c(N5CCC(C)CC5)c(=O)c4=O)cc3)CC2)c1C	-0.6%	1.9
CN(CC(=O)Nc1ccc(N2CCOCC2)cc1)Cc1cc(=O)n2ccsc2n1	-17.0%	-4.9
COc1cc(/C=C/c2nc3ccc([N+](=O)[O-])cc3s2)ccc1OCC(=O)O	-6.6%	10.8
COc1ccc(C(CNC(=O)c2cccc(NS(=O)(=O)c3ccc(C)c(F)c3)c2)N2CCCC2)cc1 (centres undefined)	i	.
CC(C)(C)C(=O)Nc1ccc(-c2nnc3n2CCCCC3)cc1	?	.
NC(=O)c1ccsc1NC(=O)COC(=O)Cc1c[nH]c2ccccc12	-29.0%[0.0737 µM]	15.5
Fc1ccc(Br)cc1C1C=C(c2ccc(Br)cc2)Nc2ncnn21 (centres undefined)	?	.
CN(C)CCCNS(=O)(=O)c1ccc(NC2CCCCCC2)c([N+](=O)[O-])c1	?	.
